G9a inh: blocks human histone lysine methyltransferase G9a. G9a H3K9 monomethylation, AlphaScreen, 2 h. 350,000 tested, 8.8% active. Potency, µM (top dose mostly 102 µM), without a hit: at the top dose activity, negative = inhibition, hits mostly inhibitors; note: % is set by controls: 0 for no effect and ±100 for the full control effect; nearly all actives have a fitted effect of over 75% in size
Target sequence (Q96KQ7 913-1193 limits assumed): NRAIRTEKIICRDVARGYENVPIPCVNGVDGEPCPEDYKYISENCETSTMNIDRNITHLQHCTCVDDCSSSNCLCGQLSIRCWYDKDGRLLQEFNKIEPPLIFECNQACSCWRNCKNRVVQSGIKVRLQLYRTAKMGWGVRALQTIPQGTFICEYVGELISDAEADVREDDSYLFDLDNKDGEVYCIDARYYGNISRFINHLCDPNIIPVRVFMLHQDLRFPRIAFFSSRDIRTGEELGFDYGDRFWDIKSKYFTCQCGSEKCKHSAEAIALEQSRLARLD
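AlphaScreen detection with an anti-monomethyl H3K9 antibody quantified product after a 2 h room-temperature reaction containing 500 nM biotinylated H3K9 peptide, 20 µM SAM and 20 nM enzyme, which had been preincubated 15 min with compound.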
BLM inh: Bloom syndrome helicase (human) inhibition; Potency, µM (highest dose often 56.1 µM), for inactives: at the highest dose activity change, negative = inhibition, usual class: inhibitors; recombinant BLM DNA unwinding, fluorescence dequenching; 350,000 tested, 0.2% active; P54132; AID 2528;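 note: plate controls were vehicle for no effect and no enzyme for full effect; nearly all actives have a fitted effect of over 35% in size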
BAZ2B inh: BAZ2B (human) inhibition. Q9UIF8. AlphaScreen BAZ2B-H3K14Ac peptide displacement. Potency, µM (highest dose often 114 µM), inactives show at the highest dose activity change, negative = inhibition, hits mostly inhibitors. 360,000 tested, 4.4% active. AID 504333; note: % is set by controls: 0 for no effect and ±100 for the full control effect; nearly all actives have a fitted effect of over 60% in size
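BAZ2B (50 nM) with biotin-H3(5-23)K14Ac peptide (50 nM) in PBS pH 7.4, 0.01% Tween-20, preformed 30 min, then compound 30 min at room temperature; top concentration 110uM. AlphaScreen streptavidin donor/nickel chelate acceptor beads (10 ug/mL final), 20 min dark, signal read.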
APE1 inh: APE1 (human) endonuclease inhibition. recombinant APE1, TAMRA/BHQ-2 abasic DNA cleavage fluorescence. P27695. 350,000 tested, 0.35% active. AID 2517. Potency, µM (titrated, usually from 65.8 µM), for inactives: top-dose activity change, negative = inhibition, most hits filed as inhibitors;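 note: plate controls were vehicle for no effect and reference inhibitor for full effect; nearly all actives have a fitted effect of over 55% in size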
Target sequence (P27695 whole entry, looked up): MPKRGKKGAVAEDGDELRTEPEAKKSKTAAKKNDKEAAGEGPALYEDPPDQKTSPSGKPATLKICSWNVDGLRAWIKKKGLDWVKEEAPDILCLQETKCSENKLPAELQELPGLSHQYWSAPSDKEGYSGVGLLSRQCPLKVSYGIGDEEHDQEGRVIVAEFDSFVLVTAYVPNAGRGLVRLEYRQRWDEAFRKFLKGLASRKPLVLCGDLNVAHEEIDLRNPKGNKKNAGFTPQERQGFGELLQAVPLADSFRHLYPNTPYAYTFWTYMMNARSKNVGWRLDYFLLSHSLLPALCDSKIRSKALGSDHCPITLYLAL
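Step 1: APE1 (0.75 nM) with compound, 15 min RT. Step 2: add 50 nM fluorophore/quencher THF duplex. Step 3: three fluorescence reads 60 s apart (525/598 nm); read 3 minus read 1 = reaction progress.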
POLK inh: blocks human DNA polymerase kappa activity | purified Pol kappa, fluorescent DNA synthesis assay, 10 min | Potency, µM (highest dose often 107 µM), for the others: at the highest dose activity, negative = inhibition, most hits filed as inhibitors | Q9UBT6 | 400,000 tested, 0.53% active; note: % is set by controls: 0 for no effect and ±100 for the full control effect
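50 nM final substrate added after 15 min RT preincubation of 10 nM Pol kappa with compound; fluorescence read at 0 and 10 min.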
Pol eta inh: inhibitors of human DNA polymerase eta. Q9Y253. recombinant Pol eta, fluorescent DNA replication assay. Potency, µM (doses to about 114 µM), inactives show top-dose activity change, negative = inhibition, hits mostly inhibitors. 390,000 tested, 1.2% active; note: % is set by controls: 0 for no effect and ±100 for the full control effect
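Pol eta at 10 nM preincubated with compounds 15 min at room temperature; reaction started with fluorescent substrate (50 nM final) and read kinetically at 0 and 10 min.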
POLI inh: DNA polymerase iota (human) inhibition; Potency, µM (series often up to 115 µM), for the others: at the highest dose activity, negative = inhibition, actives largely listed as inhibitors; AID 588590; Pol iota fluorescent replication assay, 10 min; Q9UNA4; 390,000 tested, 1% active
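Fluorescent replication assay read twice, at 0 min and 10 min after adding 50 nM (final) substrate. Enzyme (10 nM) and compounds were first incubated 15 min at room temperature; enzyme-free buffer wells were negative controls.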
Apoferritin bind: candidate novel general anesthetic via apoferritin binding. apoferritin/1-aminoanthracene competitive binding, fluorescence. Potency, µM (series often up to 77.5 µM), without a hit: top-dose activity change, negative = displacement, actives largely listed as inhibitors. 350,000 tested, 0.074% active; note: % is set by controls: 0 for no effect and ±100 for the full control effect; nearly all actives have a fitted effect of over 20% in size
Target sequence (P02791 2-175 limits assumed): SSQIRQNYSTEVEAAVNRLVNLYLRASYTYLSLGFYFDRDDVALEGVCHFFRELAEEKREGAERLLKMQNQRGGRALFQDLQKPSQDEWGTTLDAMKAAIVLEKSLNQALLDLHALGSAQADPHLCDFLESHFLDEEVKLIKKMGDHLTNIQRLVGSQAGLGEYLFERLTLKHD
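Read-out: endpoint 1-AMA fluorescence, excitation 380 nm and emission 535 nm, after compounds sit 10 min at room temperature with 10 uM horse-spleen apoferritin in 50% saturated 1-AMA/PBS. Values come from four-parameter Hill fits.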
POLB inh: blocks human DNA polymerase beta activity. AID 485314. Pol beta primer extension/strand displacement, fluorescence kinetic. 340,000 tested, 1.3% active. Potency, µM (highest dose often 114 µM), without a hit: at the top dose activity change, negative = inhibition, actives largely listed as inhibitors. P06746; note: % is set by controls: 0 for no effect and ±100 for the full control effect
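Pol beta (10 nM) was preincubated with compound for 15 min at room temperature. The reaction was then started with 50 nM substrate and read immediately and after a further 10 min at room temperature.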
An asterisk follows results filed as active; & = joins results of further samples; [ ] = dose if it differs, or a comment. Calls come from the whole dose curve; as a rule, active = well fitted curve in the direction sought with a large enough effect; inconclusive = small, poorly fitted or top-dose-only effect, or another doubt; inactive = no such curve, though single readings can be large; an effect the other way counts as inactive or inconclusive. Potency is the fitted concentration of half-maximal effect. This is a subset, so the mix of outcomes need not match the whole.

Screening CCOP(=S)(OCC)Oc1cc(C)oc(=O)c1Cl returned G9a inh 8.91µM*, BLM inh -0.1%, BAZ2B inh 56.2µM*, APE1 inh -3.4%, POLK inh -19.6%, Pol eta inh -17.9%, POLI inh 18.2%, Apoferritin bind -0.3% and POLB inh -22.7%.
CCN1CCN(c2nc3c(c(=O)[nH]2)CCC3)CC1 was read as G9a inh -48.7%, BLM inh -9.3%, BAZ2B inh -11.1%, APE1 inh 17.8%, POLK inh 2.0%, Pol eta inh -11.4%, POLI inh 6.3%, Apoferritin bind -0.3% and POLB inh 40.3%.
CCCC[N+]12CCC(CC1)C(=C(c1ccccc1)c1ccccc1)C2 was read as G9a inh 10µM*, BLM inh -7.0%, BAZ2B inh 50.1µM*, APE1 inh 5.5%, POLK inh -11.8%, Pol eta inh -14.6%, POLI inh 16.8%, Apoferritin bind -11.0% and POLB inh 1.7%.
Screening COC(=O)C1=C(c2ccccc2OCc2ccccc2)C[C@@H]2CC[C@H]1N2C(=O)NCCOc1ccccc1 returned G9a inh -6.7%[2.33 µM], BAZ2B inh -20.5%, APE1 inh 37.1%, POLK inh 11.8%, Pol eta inh -16.8% and POLI inh 20.8%.
`O=C(c1ccccc1F)c1cn(CC(=O)N2CCCCC2)c2ccccc12` gave G9a inh 5.2%[2.33 µM], BLM inh -0.2%, BAZ2B inh -12.2%, APE1 inh 0.3%, POLK inh -2.6%, Pol eta inh -15.8%, POLI inh 1.1%, Apoferritin bind inconclusive and POLB inh 4.5%.
Screening Nc1nonc1C(=O)N/N=C/c1ccc([N+](=O)[O-])o1 returned G9a inh 50.1µM*, BLM inh -9.4%, BAZ2B inh 56.2µM*, APE1 inh -1.2%, POLK inh inconclusive, Pol eta inh 20µM*, POLI inh 31.6µM*, Apoferritin bind -16.4% and POLB inh inconclusive.
Screening O=C1CC(=O)N(Cc2ccccc2)C(=S)N1 returned G9a inh 79.4µM*, BLM inh 0.5%, BAZ2B inh -4.8%, APE1 inh -13.8%, POLK inh -20.6%, Pol eta inh -5.4%, POLI inh -16.0%, Apoferritin bind 3.1% and POLB inh 2.1%.
For Cc1ccc2c(c1)C1CN(C)CCC1N2C(=O)c1ccc(Br)o1 (configuration not stated) the results were G9a inh 79.4µM*, BLM inh 4.6%, BAZ2B inh -5.8%, APE1 inh 13.9%, POLK inh -3.9%, Pol eta inh -2.4%, POLI inh 19.2%, Apoferritin bind -6.5% and POLB inh 11.0%.
For CCC1=CC2CN3CCc4c([nH]c5ccccc45)[C@@](C(=O)OC)(C2)[C@@H]13 the results were BLM inh -4.7%, APE1 inh -1.6%, POLK inh 6.2%[60.1 µM] and Apoferritin bind -4.9%.
For COC1C(O)C(OC2CC[C@]3(C=O)C4C(OC(C)=O)C[C@@]5(C)C(C6=CC(=O)OC6)CC[C@]5(O)C4CC[C@]3(O)C2)OC(C)C1OC(C)=O (some centres not stated) the results were G9a inh -28.4%[2.33 µM], BLM inh 1.9%, APE1 inh -2.6%, POLK inh -8.4%[60.1 µM] and Apoferritin bind -14.7%.
COC(=O)[C@@H](Cc1ccccc1)N(Cc1ccccc1)S(=O)(=O)N(Cc1ccccc1)[C@H](Cc1ccccc1)C(=O)OC was read as APE1 inh -17.8%, POLK inh 5.9%&-2.7%, Pol eta inh -8.8% and POLI inh 14.6%&25.4%.
O=C(COC(=O)Cc1ccccc1)NC(=O)NC1CCCCC1 was read as G9a inh 5.7%, BAZ2B inh -4.7%, APE1 inh -7.7%, POLK inh -10.8%, Pol eta inh -23.0% and POLI inh 22.9%.
For CCOC(=O)c1ccc(N2C(=O)c3n[nH]c(-c4cccs4)c3C2c2ccc(Cl)cc2Cl)cc1 (configuration not stated) the results were G9a inh -42.8%[59 µM], BLM inh -23.6%, POLK inh -9.4%, Pol eta inh -22.0%, POLI inh 19.6%, Apoferritin bind inconclusive and POLB inh inconclusive.
For Cc1ccc(C)c(N2CCN(C(=O)CCS(=O)(=O)c3ccc4c(c3)oc(=O)n4C)CC2)c1 the results were G9a inh -15.8%, BLM inh -2.3%&-0.3%, BAZ2B inh -19.6%, APE1 inh 14.5%, POLK inh -0.1%&-5.6%, Pol eta inh -20.8%&-10.2%, POLI inh 57.3%&2.2%[activator], Apoferritin bind -18.8%&5.0% and POLB inh 0.5%&-5.7%.
`O=C(NCNC(=O)N[C@H]1C(=O)NC(=O)N1CO)N[C@H]1C(=O)NC(=O)N1CO` gave G9a inh 31.3%[21.5 µM], BLM inh -2.8%[21.4 µM], APE1 inh 1.2%[21 µM], POLK inh -0.4%[12 µM] and Apoferritin bind -3.3%[29.3 µM].
Screening O=c1[nH]c(=O)n(C2CCCCCC2)c(O)c1C=NCCCN1CCOCC1 returned G9a inh 14.9%[59 µM], BLM inh -0.3%, BAZ2B inh 1.6%, APE1 inh 3.2%, POLK inh -9.7%, Pol eta inh -8.7%, POLI inh 12.5%, Apoferritin bind -4.0% and POLB inh 26.5%.
For NNS(=O)(=O)c1ccc(Sc2ccccn2)c([N+](=O)[O-])c1 the results were G9a inh 39.8µM*, BLM inh -7.2%, BAZ2B inh -13.7%, APE1 inh 1.8%, POLK inh 0.7%, Pol eta inh -1.1%, POLI inh 34.3%, Apoferritin bind -1.5% and POLB inh -2.5%.
CC(NCc1ccc(Cl)cc1Cl)C(O)c1ccccc1 (configuration not stated) was read as G9a inh -0.9%, BLM inh -2.3%, BAZ2B inh -4.5%, APE1 inh -2.6%, POLK inh -12.4%, Pol eta inh -3.8%, POLI inh -6.2%, Apoferritin bind -15.7% and POLB inh -9.1%.
Screening CN1CCN(C(=O)COc2ccc(N(C)S(=O)(=O)c3ccc(F)cc3)cc2)CC1 returned G9a inh -40.1%, BLM inh 0.9%, APE1 inh -1.5%, POLK inh -0.8%, Pol eta inh -5.6%, POLI inh 26.7%, Apoferritin bind -2.5% and POLB inh 23.0%.
Screening Cc1cc(=O)n(-c2ccccc2Cl)[nH]1 returned G9a inh -31.0%, BLM inh 0.0%, APE1 inh -4.7%, POLK inh 0.2%, Pol eta inh -5.3%, POLI inh 2.82µM*, Apoferritin bind -13.2% and POLB inh 10.3%.
Screening O=C(c1ccc(N2CCCCCC2)c([N+](=O)[O-])c1)N1CCC2(CC1)OCCO2 returned G9a inh inconclusive, BLM inh -1.1%, BAZ2B inh -23.7%, APE1 inh -1.5%, POLK inh -11.9%, Pol eta inh 6.6%, POLI inh 56.6%[activator], Apoferritin bind -12.9% and POLB inh 7.3%.
For Cc1ccc(Cn2c(C)c3cnn(CC(=O)N4CCC5(CC4)OCCO5)c(=O)c3c2C)cc1 the results were G9a inh inconclusive, BLM inh 3.9%, BAZ2B inh -5.0%, APE1 inh 8.1%, POLK inh -6.9%, Pol eta inh -6.9%, POLI inh -12.1%, Apoferritin bind -4.8% and POLB inh -3.2%.
Screening O=C(CSC1c2ccccc2-c2ccccc21)N/N=C/c1ccc(C(=O)O)cc1 returned G9a inh 2.9%, BLM inh 2.1%, BAZ2B inh -30.9%, APE1 inh -5.0%, POLK inh -3.0%, Pol eta inh -17.6%, POLI inh -7.9%, Apoferritin bind -7.1% and POLB inh -15.6%.
`CC(=O)c1cc(C(C)=O)c(C)[n+](C)c1C` gave BLM inh -11.1%, BAZ2B inh 6.7%, APE1 inh inconclusive, POLK inh -10.2%, Pol eta inh -12.3%, POLI inh 37.0%[activator], Apoferritin bind 5.3% and POLB inh 13.7%.
`O=C1NC(=O)C(=Cc2ccc(-c3ccccc3[N+](=O)[O-])o2)C(=O)N1` gave BLM inh -1.0%, BAZ2B inh inconclusive, APE1 inh 17.1%, POLK inh -15.3%, Pol eta inh -12.0%, POLI inh inconclusive, Apoferritin bind -1.0% and POLB inh 3.5%.
Screening CCCCn1c(O)c(C(C)=NCCN2CCCCC2)c(=O)[nH]c1=O returned G9a inh 28.2µM*, BLM inh -0.9%, BAZ2B inh -2.2%, APE1 inh 3.1%, POLK inh -0.4%, Pol eta inh -2.5%, POLI inh 4.8%, Apoferritin bind inconclusive and POLB inh 8.6%.
Screening Cc1cccc(-c2noc(-c3ccc4c(c3)OCO4)n2)c1 returned G9a inh 9.9%, BLM inh -8.6%, BAZ2B inh -4.9%, APE1 inh 5.6%, POLK inh -4.7%, Pol eta inh -22.2%, POLI inh 210.8%[activator], Apoferritin bind -14.6% and POLB inh -10.4%.
`CC(=O)Nc1ccc(OC(=O)N(C)c2ccccc2)cc1` gave G9a inh -9.8%[12.7 µM], BLM inh -0.5%, BAZ2B inh -18.8%, APE1 inh -6.1%, POLK inh 2.3%, Pol eta inh 0.7%, POLI inh 10.8%, Apoferritin bind inconclusive and POLB inh -26.6%.
For C[C@H](NC(=O)N1C[C@H]2C[C@@H](C1)c1cccc(=O)n1C2)C(=O)Nc1ccc(F)c(F)c1 the results were BLM inh 1.8%, BAZ2B inh 18.0%, APE1 inh 10.1%, POLK inh 9.8%, Pol eta inh -8.0%, POLI inh -28.2%, Apoferritin bind -6.8% and POLB inh 10.6%.
For O=[N+]([O-])c1cccnc1N1CCCNCC1 the results were G9a inh 44.7µM*, BLM inh -0.5%, BAZ2B inh -3.4%, APE1 inh -0.4%, POLK inh 5.1%, Pol eta inh -6.1%, POLI inh 19.7%, Apoferritin bind -15.4% and POLB inh 5.9%.
O=C(Oc1ccccc1)N1CCC2(CCN(Cc3ccncc3)CC2)CC1 was read as G9a inh 8.0%[12.7 µM], BLM inh -2.2%, APE1 inh 7.5% and POLK inh 14.1%[60.1 µM].
`CN1C(=O)N(C)C(=O)C2(Cc3cc([N+](=O)[O-])ccc3N3CCN(C(=O)c4ccccc4)CC32)C1=O` (configuration not stated) gave G9a inh 11.1%, BLM inh 0.4%, BAZ2B inh -5.1%, APE1 inh 0.2%, POLK inh -7.7%, Pol eta inh -16.8%, POLI inh 108.9%[activator], Apoferritin bind -8.7% and POLB inh 28.2%.

No new results follow: two of the compounds above.
O=C(Oc1ccccc1)N1CCC2(CCN(Cc3ccncc3)CC2)CC1 was read as G9a inh 8.0%[12.7 µM], BLM inh -2.2%, APE1 inh 7.5% and POLK inh 14.1%[60.1 µM].
`CN1C(=O)N(C)C(=O)C2(Cc3cc([N+](=O)[O-])ccc3N3CCN(C(=O)c4ccccc4)CC32)C1=O` (configuration not stated) gave G9a inh 11.1%, BLM inh 0.4%, BAZ2B inh -5.1%, APE1 inh 0.2%, POLK inh -7.7%, Pol eta inh -16.8%, POLI inh 108.9%[activator], Apoferritin bind -8.7% and POLB inh 28.2%.

Bioassay records deposited in PubChem by National Center for Advancing Translational Sciences (NCATS).
